From PubChem BioAssay
RMI-FANCM inh: blocks RMI1/RMI2 complex binding to FANCM MM2 peptide; Fluorescence polarization, RMI core complex with F-MM2 peptide; active compounds read low; FP signal (polarization) at 33 µM; 70,000 compounds, 0.58% hits; AID 1159607; in the data active = FP signal below about 40; note: inactives centre near 61; strong numbers were not always called active; unit not given here
Numbers without * were called inactive; & = joins results of further samples. Not all compounds are listed, so the mix of outcomes need not match the whole.

SMILES | RMI-FANCM inh
O=C(c1csc2nc(-c3ccc(F)cc3)cn12)N1CCN(c2ccccc2Cl)CC1 | 75
CN(C)c1ccc(CCCNC(=O)c2c(F)cccc2Cl)cc1 | 72
O=C(NN1CC(=O)N(c2cc(Cl)cc(Cl)c2)CC1=O)c1cccs1 | 60
Cc1cc(OC(=O)c2ccccc2)n(-c2ccccc2)n1 | 53
O=C(NCC1CCCO1)c1ccc(-n2nc(C(F)(F)F)cc2-c2cccs2)cc1 (stereo unspecified) | 57
COCc1cc(=O)[nH]c(-c2ccc(C(F)(F)F)cn2)n1 | 49
O=[N+]([O-])c1cccc(/C=C/c2ccccn2)c1 | 56
CCCCC(=O)NNC(=O)c1ccc(=O)n(Cc2ccc(Cl)cc2)c1 | 59
CC(C)(C)c1csc(CN2CCN(S(C)(=O)=O)CC2)n1 | 61
CCCCN1C(=O)CCc2cc(NC(=O)CCc3ccc(OC)cc3)ccc21 | 63
CCOc1ccc(C(=O)Nc2nc3ccc(NC(C)=O)cc3s2)cc1 | 63
O=[N+]([O-])c1ccc(Oc2ccc(Cl)cc2)nc1 | 60
Cn1ccnc1N1CCN(C(=O)c2cc(=O)c3ccccc3o2)CC1 | 62
N#C/C(=C\c1ccc(O)c(O)c1)C(=O)c1ccc(O)c(O)c1 | 93
Cc1ccc2nc(C)oc(=O)c2c1 | 54
O=S(=O)(NCCOc1ccc2nnc(-c3cccc(F)c3)n2n1)c1cccnc1 | 70
CCN1C(=O)c2cccc3c(S(=O)(=O)Nc4ccccc4F)ccc1c23 | 59
CCOC(=O)c1cnn(-c2ccccc2)c1NC(=O)CSc1nc2ccccc2o1 | 52
O=C(NCCCN1CCCC1=O)C(=O)NCc1ccc(Cl)cc1 | 52
c1csc(-c2csc3ncnc(NC4CCCC4)c23)c1 | 63
O=C(Cn1cc(-c2nnc(-c3ccccc3)o2)c2ccccc21)NCc1ccccc1 | 104
O=C(NCc1ccc(Cl)cc1)c1c(O)c2ccccc2n(-c2ccccc2)c1=O | 67
Cc1nn(C2CCS(=O)(=O)C2)c2nc(-c3ccco3)cc(C(=O)NCCCn3ccnc3)c12 (stereo unspecified) | 68
O=C(Nc1nnc(-c2ccc(Cl)cc2Cl)s1)c1ccccc1I | 61
NC(=O)CSc1nnnn1-c1ccccc1 | 61
Next part
SMILES | RMI-FANCM inh
CCOc1ccc(S(=O)(=O)NCCN2CCN(c3ccccc3OC)CC2)cc1F | 64
N#Cc1ccsc1NC(=O)c1cccc(Br)c1 | 75
CCn1c2ccccc2c2cc(C3N(Cc4ccccc4)CCN3Cc3ccccc3)ccc21 | 58
COc1cc(NC(=O)c2c(-c3ccccc3Cl)noc2C)cc(C(F)(F)F)c1 | 55
O=C(NCCn1ncc2c(=O)n(Cc3ccc([N+](=O)[O-])cc3)cnc21)C1CC1 | 67
CCc1cc(=O)[nH]c(SCC(=O)NC2CCCC2)n1 | 62
Cc1cc(/C(N)=N\O)cc(/C(N)=N\O)c1 | 54
COc1ccc(CC(=O)NCCN2CCN(c3ccccc3F)CC2)cc1OC | 67
O=C1/C(=C/C2CCCCC2)CCCc2ccccc21 | 49
O=[N+]([O-])c1ccc(Cl)c(S(=O)(=O)NCCOc2ccc3c(c2)OCO3)c1 | 61
c1ccc(CNc2nc(N3CCN(c4ccccc4)CC3)nc3ccccc23)cc1 | 55
Cc1ccc(NC(=O)CCOc2ccccc2)c(C)c1 | 67
CCc1nc2sc(C(c3ccccc3)N3CCC(C(=O)OC)CC3)c(O)n2n1 (stereo unspecified) | 55
COc1ccc(CC(=O)Nc2ccc3c(c2)CCCN3C(=O)c2ccco2)cc1 | 53
CCOc1coc(C(=O)Nc2cc(Cl)ccc2C)cc1=O | 64
Cc1ccc(C(=O)Nc2onc3c2CCC3)cc1C | 72
Cn1c2c(c3c1CCCC3)CCCC2 | 53
COc1ccc(C)c2sc(N3CCN(C(=O)C4CCCN4S(=O)(=O)c4cccs4)CC3)nc12 (stereo unspecified) | 53
COC(=O)c1ccsc1NC(=O)c1ccc([N+](=O)[O-])s1 | 79
O=C(Nc1ccc(OC(F)F)cc1)Nc1c[nH]c2ccccc12 | 61
COc1cc(NC(=O)Oc2ccccc2)ccc1N1CCCC1=O | 53
CCc1ccc(NC(=O)Cn2nc3ccc(SC(C)(C)C)nn3c2=O)cc1 | 63
O=C(CSc1ncc(-c2cccc(Br)c2)o1)Nc1ccc(F)cc1F | 107
Nc1cc(C(F)(F)F)ccc1NCCc1ccccn1 | 51
COc1cc(=O)n(-c2ccc(C)cc2)nc1C(=O)Nc1ccc(Br)cc1F | 56
More entries follow.
SMILES | RMI-FANCM inh
N/C(Cc1nc(-c2ccc(Cl)cc2)cs1)=N\O | 55
CN(C)c1ccc(CCCNC(=O)C(=O)NCc2ccc(F)cc2)cc1 | 76
O=C(NCCc1ccccc1)c1sccc1S(=O)(=O)N1CCN(c2ccccc2)CC1 | 58
S=c1nc(CCCCc2nc(=S)[nH][nH]2)[nH][nH]1 | 56
Cc1c(CCC(=O)O)c(C)n2c(nc3ccccc32)c1C(N)=O | 66
O=C(Nc1ccc2c(c1)OCCO2)c1ccc(CNS(=O)(=O)c2cccc(Cl)c2)cc1 | 78
Nc1nc(COc2ccccc2Cl)ncc1S(=O)(=O)c1ccccc1 | 61
CN(C)C(CNC(=O)NCCc1ccccc1)c1ccsc1 (stereo unspecified) | 75
O=C(NCc1ccc(F)cc1)c1csc(Nc2ccccc2)n1 | 78
CCCCCOc1ccc(C(=O)Nc2nnc(-c3cc(OCC)c(OCC)c(OCC)c3)o2)cc1 | 60
O=c1[nH]nc(SCc2nc(-c3ccc(F)cc3)no2)n2nc(-c3cccs3)cc12 | 99
O=C(CN1CCN(c2ccc(C(F)(F)F)cn2)CC1)Nc1ccc2c(c1)OCO2 | 52
COCCNC(=O)c1c(NC(=O)COc2ccccc2F)sc2c1CCCC2 | 62
O=S(=O)(c1ccc(F)cc1)N1CCN(c2ccc3nnc(-c4ccco4)n3n2)CC1 | 69
CC(=O)Nc1nc(SCC(=O)Nc2nccs2)[nH]c(=O)c1NC(=O)c1cccs1 | 56
CC(C)(C)NC(=O)C(=O)NCCN1CCN(c2ccc(F)cc2)CC1 | 62
CC12NC(=S)NC(c3cc(Br)ccc3O1)C2C(=O)Nc1ccccc1 (stereo unspecified) | 61
O=C(NCCCS(=O)(=O)N1CCN(c2ccccn2)CC1)c1cc(=O)c2ccccc2o1 | 60
Cc1cc(C#N)c2c(c1)-c1ccccc1CC2 | 50
c1ccc2sc(SCSc3nc4ccccc4s3)nc2c1 | 64
O=C(c1ccc([N+](=O)[O-])cc1Cl)N1CCN(c2ccc(N3CCCCCC3)nn2)CC1 | 55
c1ccc(-c2csc(CN3CCNCC3)n2)cc1 | 69
Cc1ccccc1Cn1nnc(C(=O)NCc2ccco2)c1N | 62
COc1cc(C(=O)NC2C=CS(=O)(=O)C2)cc(OC)c1OC (stereo unspecified) | 61
Cc1nnsc1C(=O)Nc1ccc(Cl)cc1Cl | 53
Following part:
SMILES | RMI-FANCM inh
O=C(CSc1nnnn1-c1ccc(O)cc1)c1cc2ccccc2o1 | 56
CC(=O)Nc1ccc(S(=O)(=O)Nc2ccc3c(c2)N(C(=O)C(C)(C)C)CC3)c(C)c1 | 69
CCOC(=O)C1(Cc2ccccc2Br)CCN(S(=O)(=O)c2ccccc2)CC1 | 91
CCOC(=O)c1ccc(NC(=S)NCc2ccncc2)cc1 | 52
O=C(/C=C/c1ccccc1Cl)Nc1nnc(-c2ccno2)o1 | 55
CC1=CC(C)(C)NC(=S)N1 | 61
NC(=O)c1ccsc1NC(=O)C1(c2ccc(Cl)cc2)CCCC1 | 79
CC1(C)C2CCC1(C)C(OC(=O)c1cc3cc([N+](=O)[O-])ccc3oc1=O)C2 (stereo unspecified) | 56
CCCCn1c2c(=O)n(C)c(=O)n(C)c2n2c(-c3cc(Br)ccc3OC)nnc12 | 61
O=c1[nH]c(=S)c2c(n1Cc1ccccn1)CCCC2 | 66
Cc1cc(C)c(C#N)c(SCC(=O)Nc2nsc(-c3ccccc3)n2)n1 | 86
Cc1ccc(S(=O)(=O)CCSc2nnc(-c3ccco3)n2C)cc1 | 61
O=C(CSc1ccc2ccccc2n1)c1ccc(Cl)c(Cl)c1 | 186
CC(C)Cn1c(CN2CCN(c3cccc(Cl)c3)CC2)nc2c1c(=O)[nH]c(=O)n2C | 56
O=C(CN1CCCN(Cc2ccccc2Cl)S1(=O)=O)NCc1ccc(Cl)cc1 | 76
O=C(CSCc1c(F)cccc1Cl)NCc1ccc2c(c1)OCO2 | 58
COc1ccccc1-n1ncc2c(C(C)C)nnc(SCC(=O)NCc3ccc4c(c3)OCO4)c21 | 63
CCOc1ccc(-c2noc(Cn3c(=O)n(CC4CCCO4)c(=O)c4ccccc43)n2)cc1 (stereo unspecified) | 70
O=C(N/C=C/c1ccsc1)Nc1cc(Cl)ccc1F | 63
O=C(/C=C/Sc1ccc(C(F)(F)F)cn1)c1ccc(Cl)cc1 | 53
O=C(CSC(=O)c1ccco1)Nc1cc(C(F)(F)F)cc(C(F)(F)F)c1 | 55
COc1ccccc1-c1ccc(N2CCN(C(=O)Cc3cccc(C)c3)CC2)nn1 | 72
CN1c2ccsc2-c2nc(SCC(=O)c3ccc(Cl)cc3)ncc2S1(=O)=O | 61
CC(=O)Nc1ccc(SCC(=O)N2CCCc3ccccc32)nn1 | 67
O=C(Nc1nnc(SCC(=O)N2CCc3ccccc32)s1)c1c(F)cccc1Cl | 61

A second format for part of the listing above.
O=C(CSCc1c(F)cccc1Cl)NCc1ccc2c(c1)OCO2
  RMI-FANCM inh = 58

CCCCn1c2c(=O)n(C)c(=O)n(C)c2n2c(-c3cc(Br)ccc3OC)nnc12
  RMI-FANCM inh = 61

NC(=O)c1ccsc1NC(=O)C1(c2ccc(Cl)cc2)CCCC1
  RMI-FANCM inh = 79

COc1ccccc1-n1ncc2c(C(C)C)nnc(SCC(=O)NCc3ccc4c(c3)OCO4)c21
  RMI-FANCM inh = 63

The listing picks up, starting 7 compounds before the break.
SMILES | RMI-FANCM inh
O=C(N/C=C/c1ccsc1)Nc1cc(Cl)ccc1F | 63
O=C(/C=C/Sc1ccc(C(F)(F)F)cn1)c1ccc(Cl)cc1 | 53
O=C(CSC(=O)c1ccco1)Nc1cc(C(F)(F)F)cc(C(F)(F)F)c1 | 55
COc1ccccc1-c1ccc(N2CCN(C(=O)Cc3cccc(C)c3)CC2)nn1 | 72
CN1c2ccsc2-c2nc(SCC(=O)c3ccc(Cl)cc3)ncc2S1(=O)=O | 61
CC(=O)Nc1ccc(SCC(=O)N2CCCc3ccccc32)nn1 | 67
O=C(Nc1nnc(SCC(=O)N2CCc3ccccc32)s1)c1c(F)cccc1Cl | 61
Nn1c(SCC(=O)NCc2ccccc2)nnc1-c1ccc(Cl)cc1 | 53
O=[N+]([O-])c1ccc(C2CC2(Br)Br)cc1 (stereo unspecified) | 52
O=C(Cc1cccc2ccccc12)NCc1ccsc1 | 66
CC(C)(/C=N\NC(=O)c1ccc([N+](=O)[O-])cc1)CO | 61
O=c1[nH]c2ccc(S(=O)(=O)Nc3ccccc3O)cc2[nH]1 | 66
COc1ccccc1C(=O)NNC(=O)CCN1C(=O)/C(=C/c2ccc(C)cc2)SC1=S | 52
CCOC(=O)Nc1cc(C)nn1-c1nc(C)cc(=O)[nH]1 | 70
COC(C(=O)Nc1ccccc1-c1nc2ccccc2[nH]c1=O)c1ccccc1 (stereo unspecified) | 66
CCCc1cnc2c(c1SCc1ccc(C(=O)OC)o1)c(=O)n(C)c(=O)n2C | 53
O=C1CC2(CCCC2)C(=O)N1c1ccc(S(=O)(=O)NCC2CC2)cc1Cl | 52
O=C(CC1CCCC1)NCCS(=O)(=O)N1CCN(Cc2ccccc2)CC1 | 62
O=C(/C=C/c1ccccc1)Nc1nnc(SCc2cccc(F)c2)s1 | 52
Cc1ccc(C)c(Cn2c(=O)c3c(nc4n(CCO)c(C)cn34)n(C)c2=O)c1 | 100
CCC(=O)c1ccc(OCC(O)CNC2CCCCCC2)cc1 (stereo unspecified) | 63
CCOC(=O)N1CCCN=C1NNc1cc(Cl)ccc1OC | 62
CCCc1cc(=O)n(CC(=O)Nc2ccccc2C#N)cn1 | 60
C#CCn1c(=NC(=O)c2ccn(C)n2)sc2cc(C(=O)OC)ccc21 | 127
N#CC(C#N)=C(N)/C(C#N)=C(/C=C/c1ccccc1Cl)c1ccccc1 | 65
OC(CN1CCN(C(c2ccccc2)c2ccccc2)CC1)c1ccccc1 (stereo unspecified) | 62&60
O=C(NCCn1ncc2c(N3CCN(Cc4ccccc4)CC3)ncnc21)c1cccc(Cl)c1 | 51
O=C(NC(=S)Nc1cc(-c2ccccc2)[nH]n1)c1ccccc1 | 55
COc1cccc(-c2cn3c(C(=O)Nc4ncc([N+](=O)[O-])s4)csc3n2)c1 | 68
O=C(CSC1=NS(=O)(=O)c2ccccc2N1)Nc1cccc2ccccc12 | 54
COc1ccc(C(=O)N=c2sc3cc4c(cc3n2C)OCCO4)cc1 | 85
O=C(Nc1ccc(Cl)cc1)ONC=NC1=C(c2ccccc2)C(=O)c2ccccc21 | 51
Following part.
SMILES | RMI-FANCM inh
CCOc1ccc(NC(=O)c2n[nH]nc2Nc2ccc(OC)cc2)cc1 | 60
O=C(CSc1nnc2ccccn12)c1ccccc1 | 73
Cc1cc(=O)n(C(NC(=O)c2ccccc2)C(=O)c2ccccc2)cn1 (stereo unspecified) | 55
CCOc1ccccc1NC(=O)CSc1ncc(S(=O)(=O)c2ccc(OC)cc2)c(=O)[nH]1 | 62
CCOC(=O)Cn1c(=NC(=O)c2ccn(C)n2)sc2cc(SC)ccc21 | 69
Cc1onc(-c2ccccc2Cl)c1C(=O)NCCn1ncc2c(=O)n(Cc3ccccc3F)cnc21 | 68
COc1ccc(CCNC(=O)c2ccc(OCc3ccc4ccccc4n3)cc2)cc1OC | 61
COc1ccc(-c2ccc(=O)n(CCCC(=O)N(C)c3ccccc3)n2)cc1OC | 71
Cn1c(C(=O)O)ccc1S(=O)(=O)N1CCN(C(c2ccccc2)c2ccccc2)CC1 | 50
CCOC(=O)c1ccc(NC(=O)c2sc3nc(C)ccc3c2N)cc1 | 70

Part of the list above, in CSV form.
SMILES,RMI-FANCM inh
Cc1cc(C)c(C#N)c(SCC(=O)Nc2nsc(-c3ccccc3)n2)n1,86
COc1ccccc1C(=O)NNC(=O)CCN1C(=O)/C(=C/c2ccc(C)cc2)SC1=S,52
